Screening results: PubChem, University of Kansas High Throughput Screening Laboratory
mHTT CaM bind: inhibitors of human mutant huntingtin-calmodulin interaction | AID 1671202 | hit rate 3.6% among 190,000 | inhibition, % at 15 µM | AlphaScreen His-mHTT/GST-CaM binding, luminescence;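 also: 0% = both proteins with DMSO and 100% = one protein alone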
Target sequence (P42858 whole entry, looked up, stated change not applied): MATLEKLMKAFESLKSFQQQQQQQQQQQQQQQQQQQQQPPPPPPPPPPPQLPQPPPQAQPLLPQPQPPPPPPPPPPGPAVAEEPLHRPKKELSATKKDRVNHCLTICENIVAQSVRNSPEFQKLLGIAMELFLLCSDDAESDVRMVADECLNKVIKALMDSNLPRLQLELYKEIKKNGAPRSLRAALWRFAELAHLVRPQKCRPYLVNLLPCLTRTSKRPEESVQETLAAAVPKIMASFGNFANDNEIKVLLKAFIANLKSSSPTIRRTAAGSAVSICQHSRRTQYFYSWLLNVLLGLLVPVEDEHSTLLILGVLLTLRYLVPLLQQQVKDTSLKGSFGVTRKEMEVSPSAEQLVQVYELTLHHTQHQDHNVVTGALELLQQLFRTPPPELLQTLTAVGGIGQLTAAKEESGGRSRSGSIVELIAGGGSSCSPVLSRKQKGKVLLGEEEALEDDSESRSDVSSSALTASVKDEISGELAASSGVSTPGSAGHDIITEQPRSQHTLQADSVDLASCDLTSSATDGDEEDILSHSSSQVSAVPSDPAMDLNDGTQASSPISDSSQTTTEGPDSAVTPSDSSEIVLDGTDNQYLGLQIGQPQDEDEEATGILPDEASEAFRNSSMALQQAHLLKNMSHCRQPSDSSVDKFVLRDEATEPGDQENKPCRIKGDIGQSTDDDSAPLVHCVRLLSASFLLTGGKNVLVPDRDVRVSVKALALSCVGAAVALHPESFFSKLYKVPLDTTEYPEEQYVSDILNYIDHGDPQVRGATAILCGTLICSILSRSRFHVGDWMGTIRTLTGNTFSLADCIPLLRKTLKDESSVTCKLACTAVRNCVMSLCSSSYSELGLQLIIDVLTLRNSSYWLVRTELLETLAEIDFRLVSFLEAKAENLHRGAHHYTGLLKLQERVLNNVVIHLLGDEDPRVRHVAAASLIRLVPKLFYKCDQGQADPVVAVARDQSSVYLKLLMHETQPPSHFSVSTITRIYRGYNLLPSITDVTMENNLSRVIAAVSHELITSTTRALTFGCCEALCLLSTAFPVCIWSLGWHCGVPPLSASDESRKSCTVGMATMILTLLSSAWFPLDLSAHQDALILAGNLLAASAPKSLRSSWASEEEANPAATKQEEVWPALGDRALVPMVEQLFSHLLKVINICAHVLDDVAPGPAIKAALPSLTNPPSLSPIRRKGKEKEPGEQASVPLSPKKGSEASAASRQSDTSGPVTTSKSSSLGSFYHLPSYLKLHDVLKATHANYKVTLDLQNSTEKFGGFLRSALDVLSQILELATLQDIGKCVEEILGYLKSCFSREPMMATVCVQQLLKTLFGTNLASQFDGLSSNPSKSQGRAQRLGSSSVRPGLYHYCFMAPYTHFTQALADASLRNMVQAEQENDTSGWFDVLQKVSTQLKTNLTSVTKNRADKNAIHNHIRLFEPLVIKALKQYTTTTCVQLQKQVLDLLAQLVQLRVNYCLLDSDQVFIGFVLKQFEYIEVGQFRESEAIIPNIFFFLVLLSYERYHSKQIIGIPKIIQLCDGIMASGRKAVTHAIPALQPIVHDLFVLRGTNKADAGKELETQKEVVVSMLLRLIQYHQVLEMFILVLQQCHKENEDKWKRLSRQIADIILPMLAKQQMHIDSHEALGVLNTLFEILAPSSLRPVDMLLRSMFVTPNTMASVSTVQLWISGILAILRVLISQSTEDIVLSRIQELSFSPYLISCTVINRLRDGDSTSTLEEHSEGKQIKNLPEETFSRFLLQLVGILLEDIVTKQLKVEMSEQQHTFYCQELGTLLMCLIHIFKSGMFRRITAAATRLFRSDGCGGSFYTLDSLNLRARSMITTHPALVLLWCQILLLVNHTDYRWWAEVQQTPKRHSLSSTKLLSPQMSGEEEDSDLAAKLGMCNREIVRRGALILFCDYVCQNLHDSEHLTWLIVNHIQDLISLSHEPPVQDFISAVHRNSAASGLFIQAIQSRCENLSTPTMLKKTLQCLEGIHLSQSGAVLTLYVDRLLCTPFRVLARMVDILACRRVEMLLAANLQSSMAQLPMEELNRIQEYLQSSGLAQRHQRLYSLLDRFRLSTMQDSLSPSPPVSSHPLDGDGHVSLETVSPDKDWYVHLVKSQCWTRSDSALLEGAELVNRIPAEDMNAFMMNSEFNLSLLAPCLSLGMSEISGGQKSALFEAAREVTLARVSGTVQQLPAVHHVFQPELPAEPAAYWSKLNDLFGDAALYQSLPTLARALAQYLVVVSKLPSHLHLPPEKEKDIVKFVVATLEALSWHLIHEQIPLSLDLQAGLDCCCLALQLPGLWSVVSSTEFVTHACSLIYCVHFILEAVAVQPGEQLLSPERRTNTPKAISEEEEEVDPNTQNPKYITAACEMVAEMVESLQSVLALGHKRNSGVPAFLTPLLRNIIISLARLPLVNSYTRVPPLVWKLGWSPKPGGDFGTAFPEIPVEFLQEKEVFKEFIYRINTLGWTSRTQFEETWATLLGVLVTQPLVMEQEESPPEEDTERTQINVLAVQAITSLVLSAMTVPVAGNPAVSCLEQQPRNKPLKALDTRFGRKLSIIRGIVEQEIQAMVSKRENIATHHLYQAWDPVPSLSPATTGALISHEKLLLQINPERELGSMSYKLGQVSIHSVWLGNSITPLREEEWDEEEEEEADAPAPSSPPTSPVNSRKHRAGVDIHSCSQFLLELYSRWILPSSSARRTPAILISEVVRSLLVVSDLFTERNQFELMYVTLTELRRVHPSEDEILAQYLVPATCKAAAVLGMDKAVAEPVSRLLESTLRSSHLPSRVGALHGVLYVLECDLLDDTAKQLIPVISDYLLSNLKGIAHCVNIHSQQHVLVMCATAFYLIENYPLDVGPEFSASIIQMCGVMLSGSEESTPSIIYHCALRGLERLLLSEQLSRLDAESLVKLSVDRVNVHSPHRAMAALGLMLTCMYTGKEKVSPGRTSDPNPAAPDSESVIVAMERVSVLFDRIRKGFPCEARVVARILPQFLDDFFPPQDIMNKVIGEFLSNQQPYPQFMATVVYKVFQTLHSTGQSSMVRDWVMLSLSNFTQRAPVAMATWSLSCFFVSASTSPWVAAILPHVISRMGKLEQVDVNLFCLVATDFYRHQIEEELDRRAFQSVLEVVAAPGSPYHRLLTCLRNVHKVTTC
Pf apPOL inh: Pf-apPOL DNA polymerase inhibition | Recombinant Pf-apPOL, molecular beacon fluorescence, 1.5 h | inhibition, % at 10 µM | hit rate 0.25% among 210,000 | AID 1794808
* hit, by the source's call; nt = not tested or not shown; & = joins results of further samples. Rule as the data show it: active = inhibition above about 50%; inactive = the rest.

SMILES | mHTT CaM bind | Pf apPOL inh
CC1=C(C(=O)Nc2ccccc2F)C(c2ccccc2)C2=C(CC(c3ccccc3)CC2=O)N1 (centres undefined) | -37.0 | -5.1
CCCCc1ccc(NC(=O)c2cnccn2)cc1 | 2.4 | 1.1
C=CCc1cccc2cc(C(=O)N(C3CCCCC3)C3CCCCC3)c(=O)oc12 | 6.9 | 5.6
COc1ccc(-c2cnnn2-c2ccc(NC(=O)c3ccccc3F)cc2)cc1 | 11.0 | -3.6
COc1ccc(N2C(=O)Nc3cc(Cl)c(Cl)cc3N2O)c(OC)c1 | 3.0 | -2.5
COc1ccccc1NC(=O)c1c(C)nn2c([N+](=O)[O-])c(C)[nH][n+]12 | 2.0 | -3.1
Cc1ccc(-c2nc3ccc(C)cn3c2NC(=O)C2CCCC2)cc1 | 35.7 | -1.2
COc1cc(Br)c(/C=C/c2ccc3cccc(O)c3n2)cc1OC | 35.0 | -5.2
Nc1nonc1-c1noc(COc2ccc(Cl)cc2)n1 | 3.0 | -3.6
O=[N+]([O-])c1cccc2cn[nH]c12 | nt | -3.4
Nc1ncnc2nc(SCCO)[nH]c12 | -7.2 | nt
CCNC(=O)c1coc(CN2CCN(c3cccc(C(F)(F)F)c3)CC2)n1 | 17.0 | -0.4
FC(F)(F)c1cc(N=NNc2cc(C(F)(F)F)cc(C(F)(F)F)c2)cc(C(F)(F)F)c1 | nt | 3.7
CC(=O)Nc1ccc(S(=O)(=O)Nc2ncccn2)cc1 | -2.3 | 2.8
O=C(Nc1ccc(F)cc1F)c1cc([N+](=O)[O-])nn1Cc1ccccc1 | 14.0 | 1.8
CN(C)c1ccc(/C=C2\SC(N3CCCCCC3)=NC2=O)cc1 | 16.0 | -5.6
O=C(Nc1ccccc1C(F)(F)F)c1cc([N+](=O)[O-])nn1Cc1ccccc1 | 1.0 | -12.1
Cn1cnnc1Sc1nc2c(c(=O)n(C)c(=O)n2C)n1Cc1ccc(Cl)c(Cl)c1 | 2.0 | 3.1
CCOc1ccc(CC(=O)Nc2ccc3c(c2)N(C(C)=O)CC3)cc1 | 0.5 | -12.9
COc1cc(-c2noc(C)c2C#CC2(O)CCCCC2)cc(OC)c1OC | 8.9 | -5.8
O=C(NCc1cccc(Cl)c1)c1cccnc1N1CCNC(c2ccccc2)C1 (centres undefined) | 1.3 | -4.6
CC(=O)c1ccc(OCCn2cnc3ccccc32)cc1 | -0.8 | -0.5
Cc1c(Cl)cccc1NC(=O)C1CC(=O)N(c2ccc(F)cc2)C1 (centres undefined) | -2.6 | -11.1
COC(=O)c1ccc2c(c1)C(=O)C(=Cc1cccc(O)c1)O2 | 34.6 | -2.4
COC(=O)[C@H](C(C)C)N(Cc1cn(CC2CCCCC2)nn1)S(=O)(=O)c1ccccc1Br | 18.8 | 13.4
CCN(CC)C(=O)C1CCCN(C/C=C/c2ccccc2)C1 (centres undefined) | -3.6 | 3.3
CCc1ccccc1NC(=O)c1cc(C(C)C)n2nccc2n1 | -54.1 | -2.8
CCC(=O)Nc1cccc(-c2noc(C3CCCN(C(=O)c4ccccc4OC)C3)n2)c1 (centres undefined) | 16.8 | -1.6
Cc1ccc(C(=O)Nc2ccc(-n3c(C)nc4ccccc4c3=O)cc2C)s1 | 3.4 | -3.8
COc1ccc(C(C)=O)cc1CSc1nsc(SCc2cc(C(C)=O)ccc2OC)n1 | nt | -4.6
CCOc1ccc(NC(=O)CCS(=O)(=O)c2ccc(Br)s2)cc1 | 4.0 | -3.8
CCCCCCNC(=O)C1CCCN(c2ncc(-c3ccccc3)cn2)C1 (centres undefined) | -10.4 | -2.8
CCOc1c([N+](=O)[O-])cc2c(C)c(C(=O)N3CCN(C)CC3)oc2c1OCC | 19.1 | -0.2
COc1cc(OC)c(C2N(c3ccccn3)C(=O)C3CCCN32)cc1OC (centres undefined) | 11.1 | -7.1
O=C(Nc1ccc(Cl)cc1)c1cc(Cl)ccc1NS(=O)(=O)c1cccnc1 | 23.0 | 0.5
COc1cc2c(cc1OC)C(C(=O)NCCN(C)C)C(c1cccnc1)N(C)C2=O (centres undefined) | -5.0 | -10.7
O=C1S/C(=C\c2ccccc2O)C(=O)N1Cc1ccc(Cl)cc1 | 6.0 | -1.7
Cn1cc(SCc2ccc(F)cc2)c2ccccc21 | -7.0 | -0.7
CN(Cc1ccccc1)C(=O)c1noc2c1CCCCC2 | -22.4 | -0.7
O=C1NCCCc2c1oc1cc(Br)c(O)c(Br)c21 | 7.0 | -1.6
O=C(NCCC1=CCCCC1)C(=O)NCC(O)C1CCCCC1 (centres undefined) | 1.5 | -3.7
Cc1ccc2cc3cc(C(=O)Nc4ccc5c(c4)OCCO5)oc3nc2c1 | -1.0 | -8.5
COc1cc([N+](=O)[O-])cc(C=Nc2cc(C)cc(C)c2O)c1O | 28.0 | -0.2
Cc1ccc(S(=O)(=O)OCC23CC4CC(CC(C4)C2)C3)cc1 | nt | 9.0&-10.0
COc1ccc(CC(=O)NCCC2CCN(C(=O)c3ccccc3)CC2)cc1 | 36.6 | 4.9
COc1ccc2c(=O)c(-c3ccccn3)coc2c1 | -4.0&-5.2 | 3.1&-8.8
CCc1ccc2nc(Nc3nc(COC)cc(=O)[nH]3)nc(C)c2c1 | -1.4 | -4.5
COc1ccc(NC(=O)COc2ccccc2C)cc1OC | -0.3 | 4.7
Cc1ccccc1NC(=O)C1CCN(S(=O)(=O)c2ccc(Br)s2)CC1 | -1.0 | -5.2
O=C(OCc1cn([C@H]2CN(C(=O)C3CCCCC3)[C@@H](c3ccc(Cl)cc3)C[C@@H]2O)nn1)c1ccccc1 | 21.8 | -6.9
COCCNC(=O)CN1C(=O)c2ccccc2C1=O | -5.8 | -8.1
Cn1nc(-c2nc(C3CC3)no2)c2c1CCN(S(C)(=O)=O)C2 | 3.4 | 1.7
Cc1sc(NC(=O)c2ccc(Cl)s2)c(C#N)c1C | -5.5 | 6.4
CCOc1cc(/C=C2\SC(=N)N(c3nonc3N)C2=O)ccc1O | 16.0 | 51.8*
O=C(CSc1nnc(NC(=O)c2ccccc2C(F)(F)F)s1)NC1CCCCC1 | -7.0 | -1.6
CCc1cc(=O)n(CC(=O)Nc2ccc(F)cc2C)c(N)n1 | 5.9 | -3.5
Cn1cc(CCC(=O)NC2CCCCCC2)c2ccccc21 | 3.0 | -13.8
COc1cccc(NC(=O)c2cccc(NC(=O)c3ccco3)c2)c1 | 1.1 | -3.7
CC(NC(=O)C1CCN(C(=O)c2cc3ccsc3[nH]2)CC1)c1ccccc1 (centres undefined) | 8.1 | -3.5
CNc1nc(N)c([N+](=O)[O-])c(NC2CCCCC2)n1 | -4.5 | 0.6

Next records.
SMILES | mHTT CaM bind | Pf apPOL inh
Cc1ccc(N2C(=O)c3ccc(C)cc3C2=O)c(Cl)c1 | -3.0 | -1.6
CC(=O)Nc1ccc(NC(=O)C2CC(=O)N(c3ccc(F)cc3)C2)cc1 (centres undefined) | 1.0 | -9.9
CC1=C(C(=O)Nc2ccc(Cl)cc2)C(c2cccc(F)c2)n2nnnc2N1 (centres undefined) | 20.0 | 6.2
O=C(Nc1ccc(Br)cc1F)c1ccc(N2CCOCC2)nn1 | -5.1 | -8.9
COCCn1cc(C(=O)NCCCN(C)Cc2ccccc2)c2c3ccccc3n(C)c2c1=O | 6.0 | -2.7
O=S(=O)(NCc1ccccc1Br)c1ccccc1Br | -16.4 | -4.9
CCCCN(C)CCCNC(=O)CC(C(=O)N1CCc2ccccc21)n1ccnc1 (centres undefined) | -3.0 | -13.5
COc1ccc(Br)cc1C1NC(=O)CCC1[N+](=O)[O-] (centres undefined) | -4.0&1.5 | -18.4&-3.0
COc1cc(C(=O)NCCc2ccccc2)c([N+](=O)[O-])cc1OC | -4.5 | -0.4
CSc1cc(-c2ccc(F)cc2)[nH]n1 | nt | -6.5
COc1ccc(Cl)cc1NC(=O)N1CCc2cn(C)c3cccc(c23)C1 | 18.0 | -3.1
O=C(c1cccnc1)N1CCCCC1c1nncn1Cc1ccccc1 (centres undefined) | -7.1 | 3.2
Cc1noc(-c2cccc(F)c2)c1C(=O)NCCc1cccc(Cl)c1 | -8.7 | -5.3
CCCOc1ccc(NC(=O)c2ccc(OC)cc2)cc1 | -4.2 | 0.4
CN(C)C(CNC(=O)c1c(F)cccc1F)c1ccco1 (centres undefined) | -4.6 | -3.1
Cc1cc(Br)ccc1NC(=O)C1C(C=C(Cl)Cl)C1(C)C (centres undefined) | -34.0 | -1.1
COC(=O)c1cccoc1=O | 25.9 | nt
O=C1C(=O)N(CCO)C(c2ccccc2F)C1=C(O)c1ccccc1 (centres undefined) | 2.3 | -3.8
C=CCN1C=CC(=O)[C@@H](O)[C@H]1c1ccccc1Br | -5.7 | -3.6
CCOC(=O)/C=C1\CC(C(=O)OCC)Oc2c(OC)cccc21 (centres undefined) | 3.9 | 34.9
O=C(CC1CCN(C(=O)C2CCCCC2)CC1)NCCCN1CCCCC1 | 5.7 | -1.4
COc1ccc(NC(=O)C(C)(c2ccccc2)c2ccccc2)cc1 | 0.0 | -1.0
CC(=O)c1ccc(NC(=O)N2CC3CC2CC3NC(=O)c2cccs2)cc1 (centres undefined) | -1.6 | -2.0
Cc1ccc(N2CCN(C(=O)c3ccc4ncnc(N5CCCC5)c4c3)CC2)cc1 | 2.0 | 0.2
COc1ccc(S(=O)(=O)Nc2cccc(C)c2C)cc1 | -4.7 | 0.3
COc1cc([N+](=O)[O-])ccc1-c1ccc(/C=C2/C(=O)N(c3cccc(C(=O)O)c3)N=C2C)o1 | 1.0 | 1.5
O=C(O)CSc1nnc(-c2ccc3c(c2)OCO3)n1-c1ccccc1 | -1.0 | -4.6
COc1nccnc1NC1CCN(C(=O)c2cccs2)CC1 | 3.1 | -0.4
CN(C)C(=O)c1csc(N2CCN(c3cccc(Cl)c3)CC2)n1 | 52.9* | -3.8
O=C(Nc1ccccc1)c1cc(Br)ccc1Cl | -3.0 | -3.2
CN(CC(=O)Nc1ccc2c(c1)OCO2)S(=O)(=O)c1ccc(Br)cc1 | 6.9 | -9.9
CCN1C(=O)c2ccc(C(=O)Nc3ccc(Br)cc3C(=O)O)cc2C1=O | -6.0&4.0 | 5.4&-1.0
CCc1onc(C)c1C1CCCN1C(=O)NCCC(C)C (centres undefined) | -3.5 | 0.2
CC(=O)NC1=C(N(C)C)C(=O)c2ccccc2C1=O | 8.9 | -8.1
CCOc1ccc(-c2cc(=O)n(CC(=O)NCCn3ncccc3=O)cn2)cc1 | -7.4 | -1.4
Cc1ccccc1NC(=O)C1(N(C)C(=O)Cn2nnnc2N)CCCCC1 | 2.0 | 0.4
CCCS(=O)(=O)c1c(S(=O)(=O)CCC)c2c(C)cccn2c1C(=O)c1ccccc1 | 6.0&5.6 | 3.2&0.4
COc1ccccc1NC(=O)COc1c(C)cc(C)cc1Cl | -17.6 | -4.1
O=C(Nc1ccccc1)C12CC3CC(CC(C3)C1)C2 | -6.9 | 0.4
COc1cc(Cl)c(S(=O)(=O)n2cnc(C)c2)cc1Cl | 0.9 | -9.1
O=C(c1ccsc1)N1CCC(O)(c2ccccc2)C(N2CCCC2)C1 (centres undefined) | 31.2 | -1.9

Molecules shown so far containing fluorine, in the order listed:
SMILES | mHTT CaM bind | Pf apPOL inh
CC1=C(C(=O)Nc2ccccc2F)C(c2ccccc2)C2=C(CC(c3ccccc3)CC2=O)N1 (centres undefined) | -37.0 | -5.1
COc1ccc(-c2cnnn2-c2ccc(NC(=O)c3ccccc3F)cc2)cc1 | 11.0 | -3.6
CCNC(=O)c1coc(CN2CCN(c3cccc(C(F)(F)F)c3)CC2)n1 | 17.0 | -0.4
FC(F)(F)c1cc(N=NNc2cc(C(F)(F)F)cc(C(F)(F)F)c2)cc(C(F)(F)F)c1 | nt | 3.7
O=C(Nc1ccc(F)cc1F)c1cc([N+](=O)[O-])nn1Cc1ccccc1 | 14.0 | 1.8
O=C(Nc1ccccc1C(F)(F)F)c1cc([N+](=O)[O-])nn1Cc1ccccc1 | 1.0 | -12.1
Cc1c(Cl)cccc1NC(=O)C1CC(=O)N(c2ccc(F)cc2)C1 (centres undefined) | -2.6 | -11.1
Cn1cc(SCc2ccc(F)cc2)c2ccccc21 | -7.0 | -0.7
O=C(CSc1nnc(NC(=O)c2ccccc2C(F)(F)F)s1)NC1CCCCC1 | -7.0 | -1.6
CCc1cc(=O)n(CC(=O)Nc2ccc(F)cc2C)c(N)n1 | 5.9 | -3.5
CC(=O)Nc1ccc(NC(=O)C2CC(=O)N(c3ccc(F)cc3)C2)cc1 (centres undefined) | 1.0 | -9.9
CC1=C(C(=O)Nc2ccc(Cl)cc2)C(c2cccc(F)c2)n2nnnc2N1 (centres undefined) | 20.0 | 6.2
O=C(Nc1ccc(Br)cc1F)c1ccc(N2CCOCC2)nn1 | -5.1 | -8.9
CSc1cc(-c2ccc(F)cc2)[nH]n1 | nt | -6.5
Cc1noc(-c2cccc(F)c2)c1C(=O)NCCc1cccc(Cl)c1 | -8.7 | -5.3
CN(C)C(CNC(=O)c1c(F)cccc1F)c1ccco1 (centres undefined) | -4.6 | -3.1
O=C1C(=O)N(CCO)C(c2ccccc2F)C1=C(O)c1ccccc1 (centres undefined) | 2.3 | -3.8

Compounds were not picked by outcome; overall some 3.5% were active at least once.
